CatB block – blocks human cathepsin B protease activity; P07858; purified cathepsin B, fluorogenic substrate, fluorescence; inhibition, %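 (tested at 10 µM)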; actives 0.1% (n = 63,000); AID 453; in the data active means inhibition above about 21%;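 further: 0% = enzyme with no compound and 100% = no enzyme blank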
CatG inh – blocks human cathepsin G enzyme activity; inhibition, % at 5 µM (by protocol); AID 581; actives 0.2% (n = 62,000); purified enzyme, AMC-tetrapeptide fluorescence, pooled mixtures;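 active means inhibition above 20% in each of the two mixture wells holding the compound; inactive means inhibition of 20% or less in either well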;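 further: 0% = enzyme control without mixture and 100% = blank lacking enzyme; strong numbers were not always called active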
Target sequence (P08311 21-244 limits assumed): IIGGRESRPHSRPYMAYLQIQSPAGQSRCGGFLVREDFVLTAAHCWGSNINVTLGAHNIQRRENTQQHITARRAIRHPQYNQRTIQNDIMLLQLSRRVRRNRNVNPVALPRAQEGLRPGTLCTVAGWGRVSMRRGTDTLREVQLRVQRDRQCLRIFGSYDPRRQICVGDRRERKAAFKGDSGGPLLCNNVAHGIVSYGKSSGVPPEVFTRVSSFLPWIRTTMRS
AP complement – orthogonal test for alternative complement pathway inhibitors; Human serum alternative complement pathway, LPS-coated ELISA, C3 deposition; tested in compound mixtures; inhibition, % at 5 µM; actives 0.08% (n = 62,000);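 active means inhibition above 30% in each of the two pooled mixtures holding the compound, so the lower value exceeds 30%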;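 further: 0% = serum in Mg-EGTA without compound and 100% = EDTA serum blank; some compounds past the cut are filed as inactive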
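Assay system: human serum alternative complement pathway, C3 deposition on LPS-coated wells; Dosing: 5 µM per compound in ten-compound mixtures; Detection: Anti-C3 ELISA, OD 450 nm; Buffer or medium: Mg2+-EGTA GVB++ buffer containing human serum at 1:15 dilution; Timing: 1 h at 37 °C; Replication: two different pools per compound.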
CatS block – human cathepsin S inhibition; P25774; recombinant cathepsin S, AMC dipeptide fluorescence, pooled mixtures; inhibition, %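 (tested at 5 µM per compound within 10-compound mixtures)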; actives 0.06% (n = 62,000); in the data active means inhibition above about 32%, passing the limit was not always enough;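 further: 0% = enzyme without compound and 100% = blank without enzyme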
Ec RNAP inh – Escherichia coli RNA polymerase inhibition. P0A8V2. E. coli RNA polymerase, fluorescence transcription assay. inhibition, %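 (tested at 10 µM)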. actives 0.2% (n = 62,000). AID 559; in the data active means inhibition above about 20%;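 further: 0% = enzyme without compound and 100% = no enzyme blank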
C1s inh – blocks human complement C1s protease activity; purified C1s, fluorogenic AMC substrate, pooled mixtures; mean inhibition % of two 10-compound mixtures (stronger effect = higher value), % at 5 µM (by protocol); actives 0.16% (n = 62,000);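 active means inhibition above 20% in each of the two 10-compound mixture wells holding the compound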;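 further: 0% = enzyme wells lacking compound mixture and 100% = no-enzyme blank wells; some compounds called inactive have numbers as strong as hits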
Target sequence (P09871 16-437 limits assumed): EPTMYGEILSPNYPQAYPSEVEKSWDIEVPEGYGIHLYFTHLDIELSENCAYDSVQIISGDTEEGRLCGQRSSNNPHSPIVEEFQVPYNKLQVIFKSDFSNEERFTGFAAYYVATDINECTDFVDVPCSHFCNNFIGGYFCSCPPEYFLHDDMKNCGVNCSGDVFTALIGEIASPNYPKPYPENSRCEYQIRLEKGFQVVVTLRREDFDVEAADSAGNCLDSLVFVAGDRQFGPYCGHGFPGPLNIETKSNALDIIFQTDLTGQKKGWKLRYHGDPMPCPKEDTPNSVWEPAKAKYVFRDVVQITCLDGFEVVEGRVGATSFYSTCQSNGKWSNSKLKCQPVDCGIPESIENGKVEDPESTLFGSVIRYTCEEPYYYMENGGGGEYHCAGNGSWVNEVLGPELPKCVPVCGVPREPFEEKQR
Target sequence (P09871 438-688 limits assumed): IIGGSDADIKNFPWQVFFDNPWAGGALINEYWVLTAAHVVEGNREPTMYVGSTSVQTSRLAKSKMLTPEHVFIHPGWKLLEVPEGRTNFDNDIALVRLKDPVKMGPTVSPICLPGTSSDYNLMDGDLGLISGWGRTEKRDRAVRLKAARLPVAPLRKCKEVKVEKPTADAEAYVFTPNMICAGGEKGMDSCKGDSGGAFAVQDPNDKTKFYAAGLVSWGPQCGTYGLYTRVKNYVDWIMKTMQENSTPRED
CatB mixtures – inhibitors of human cathepsin B in compound mixtures; P07858; Purified cathepsin B, AMC dipeptide fluorescence; inhibition, %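 (ten-compound pools at 5 µM per compound and 50 µM total)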; actives 0.06% (n = 62,000); in the data active means inhibition above about 22%, passing the limit was not always enough;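 further: 0% = enzyme without compound and 100% = no enzyme blank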
FXIa inh mix – inhibitors of human coagulation factor XIa, pooled mixtures | P03951 | actives 0.19% (n = 62,000) | AID 680 | inhibition, % at 5 µM | purified FXIa, fluorogenic substrate; in the data active means inhibition above about 20%, passing the limit was not always enough;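 further: each value is inhibition by a whole ten-compound pool holding the compound; 0% = enzyme with no mixture and 100% = wells lacking enzyme; strong numbers were not always called active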
CatL block – inhibitors of human cathepsin L | inhibition, %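 (tested at 10 µM)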 | actives 0.17% (n = 58,000) | AID 460 | purified cathepsin L, fluorogenic substrate, fluorescence; in the data active means inhibition above about 45%;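 further: 0% = enzyme with no compound and 100% = no enzyme blank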
* hit, by the source's call; . = no result given. An excerpt, so the mix of outcomes need not match the whole.

SMILES	CatB block	CatG inh	AP complement	CatS block	Ec RNAP inh	C1s inh	CatB mixtures	FXIa inh mix	CatL block
CC1(C(=O)O)CCC(C(=O)Nc2ccc(S(N)(=O)=O)cc2)C1(C)C (centres undefined)	2	9	14	-4	2	-2	-1	-1	4
O=C(Nc1ccc(N2CCOCC2)cc1)c1cnsn1	1	-11	-8	-5	-2	-51	-1	-1	-4
COc1ccc(S(=O)(=O)N2CCCC(C(=O)NCc3ccccn3)C2)cc1 (centres undefined)	1	0	9	2	7	-22	8	3	29
Cc1ccccc1S(=O)(=O)Cc1ccc(C(=O)NCCN2CCCCC2C)o1 (centres undefined)	1	12	22	-10	0	18	4	7	7
Cc1ccc(S(=O)(=O)c2cc3c(=O)n4ccccc4nc3n(Cc3ccco3)c2=N)cc1C	4	-2	9	-20	-19	-78	-3	-14	-25
CCc1nnc(NC(=O)CSc2nnc3c4ccccc4n(C)c3n2)s1	3	8	6	0	7	-5	-9	1	4
COc1ccc(Cn2nnnc2CN(Cc2cc3ccc(C)cc3[nH]c2=O)C2CCCC2)cc1	-6	-2	11	10	6	-32	4	7	9
O=C(c1ccccc1-c1nc(-c2ccccc2)no1)N1CCCC1	4	8	9	-11	7	14	5	8	2
Cc1noc(C)c1C(=O)OCC(=O)c1c(N)n(CC(C)C)c(=O)n(C)c1=O	4	13	9	-4	5	19	2	2	9
COc1cccc(OC)c1C(=O)N1CCN(Cc2ccccc2C(F)(F)F)CC1	7	-22	16	-35	0	-81	0	-14	-19
Cc1ccc(-c2nnc(N3CCCCC3)c3ccccc23)cc1S(=O)(=O)N1CCN(C)CC1	0	5	23	-18	-7	-6	2	0	-17
CC(=O)c1c(C)nn(C(=O)N2CCOCC2)c1C	0	8	3	6	1	4	0	2	.
NC(=O)C(F)(F)C12OC3C4C5CC(C6C5C3C61)C42 (centres undefined)	-2	0	16	2	4	1	8	6	10
Cc1ccc(C)c(-n2c(SCC(=O)NCC3CCCO3)nnc2-c2ccoc2C)c1 (centres undefined)	1	-7	-3	-7	-1	-6	1	7	0
C/C=C(\C)c1nnc(NC(=O)OCC)s1	3	2	-6	11	-7	-8	0	2	-8
CCCC(CCC)n1[nH]c(=O)c2c(C)cc(C)nc21	3	-13	2	2	-10	1	3	5	-6
COc1ccccc1N1CCN(C(=O)CSc2nc(-c3ccco3)cc(C(F)(F)F)n2)CC1	3	9	19	-22	5	-3	-5	1	0
CN1CC(=O)N(CCOc2ccccc2)C1=O	-3	-24	16	-8	-9	0	-5	10	-3
CCOCCCn1c(SCC(=O)Nc2ccc(C(N)=O)cc2)nc2ccccc2c1=O	2	14	15	-3	5	35	6	40	-5
COc1ccc(C(=O)OC(COc2ccccc2)Cn2ccnc2)cc1 (centres undefined)	3	-5	3	4	5	4	5	3	0

Sorted by the number under AP complement (ascending): some entries from above.
SMILES	CatB block	CatG inh	AP complement	CatS block	Ec RNAP inh	C1s inh	CatB mixtures	FXIa inh mix	CatL block
O=C(Nc1ccc(N2CCOCC2)cc1)c1cnsn1	1	-11	-8	-5	-2	-51	-1	-1	-4
Cc1ccc(C)c(-n2c(SCC(=O)NCC3CCCO3)nnc2-c2ccoc2C)c1 (centres undefined)	1	-7	-3	-7	-1	-6	1	7	0
CCCC(CCC)n1[nH]c(=O)c2c(C)cc(C)nc21	3	-13	2	2	-10	1	3	5	-6
Cc1ccc(S(=O)(=O)c2cc3c(=O)n4ccccc4nc3n(Cc3ccco3)c2=N)cc1C	4	-2	9	-20	-19	-78	-3	-14	-25
CCOCCCn1c(SCC(=O)Nc2ccc(C(N)=O)cc2)nc2ccccc2c1=O	2	14	15	-3	5	35	6	40	-5
COc1cccc(OC)c1C(=O)N1CCN(Cc2ccccc2C(F)(F)F)CC1	7	-22	16	-35	0	-81	0	-14	-19
Cc1ccccc1S(=O)(=O)Cc1ccc(C(=O)NCCN2CCCCC2C)o1 (centres undefined)	1	12	22	-10	0	18	4	7	7

Arranged by heavy-atom count (descending): some entries from above
SMILES	CatB block	CatG inh	AP complement	CatS block	Ec RNAP inh	C1s inh	CatB mixtures	FXIa inh mix	CatL block
CCOCCCn1c(SCC(=O)Nc2ccc(C(N)=O)cc2)nc2ccccc2c1=O	2	14	15	-3	5	35	6	40	-5
NC(=O)C(F)(F)C12OC3C4C5CC(C6C5C3C61)C42 (centres undefined)	-2	0	16	2	4	1	8	6	10
CN1CC(=O)N(CCOc2ccccc2)C1=O	-3	-24	16	-8	-9	0	-5	10	-3

Continued.
SMILES	CatB block	CatG inh	AP complement	CatS block	Ec RNAP inh	C1s inh	CatB mixtures	FXIa inh mix	CatL block
O=C(Nc1ccc2c(c1)OCCO2)C1CCCN(S(=O)(=O)c2cnc[nH]2)C1 (centres undefined)	5	-5	-3	13	10	-3	4	1	33
CCc1ccc(NC(=O)c2cnc3n(c2=O)CCS3)cc1	-3	11	27	6	7	29	5	27	0
C=CCn1c(CCCNC(=O)C(C)(C)C)nc2ccccc21	1	3	9	7	12	-31	-6	-7	.
CCOC(=O)c1ccc(Nc2cc(C)nc(N3CCOCC3)n2)cc1	2	-1	7	0	.	1	-1	0	1
O=C(CSc1nnc(CNc2ccc(F)cc2)o1)N1CCN(C(=O)c2ccco2)CC1	5	1	11	-9	4	-9	-2	1	7
CCOC(=O)CN(C(=O)CSc1nnc(CNc2ccc(F)cc2)o1)c1ccccc1	1	5	31	1	-2	1	2	1	1
COC(=O)[C@H](Cc1ccccc1)NC(=O)N1CCN(Cc2ccccc2)CC1	-1	-2	12	-6	.	5	5	11	-5
CN1CCN(/C=N/c2c(C#N)cnn2-c2ccccc2)CC1	0	-1	9	14	6	-1	-1	11	-2
Cc1cccc2cc(CN(Cc3nnnn3C3CCCC3)C3CCCCC3)c(=O)[nH]c12	4	0	0	11	4	0	4	6	3
COc1ccc(OC)c(CCNC(=O)CN2C(=O)CC(C)(C)S(=O)(=O)c3ccccc32)c1	-2	1	5	6	8	4	-2	-5	15
CC(C)Oc1ccc(C(=O)NC2CCS(=O)(=O)C2)cc1 (centres undefined)	8	-6	5	10	4	-28	9	6	4
S=C(c1ccc(N2CCCC2)cc1)N1CCCCC1	0	2	12	15	5	-6	1	9	12
COCc1cc(C)nc2sc3c(=O)oc(C)nc3c12	.	8	-2	-5	6	-3	-3	0	7
CCOC(=O)c1cnn(-c2cc(C)nc3c(-c4ccccc4)cnn23)c1N	-1	0	-1	-3	-4	-2	-3	13	-11
COc1ccc(OC)c(C2CC(=O)C3=C(C2)NC(=O)CC3c2ccc(O)c(OC)c2)c1 (centres undefined)	0	8	9	-4	7	-14	1	-1	-1
O=C(CSCCc1ccccn1)Nc1ccccn1	2	6	8	-1	6	-17	3	-8	32
Cc1ccc(NC(=O)COS(=O)c2ccc(C)cc2)cc1 (centres undefined)	-2	15	20	8	9	14	7	8	8
CC(C)Nc1nc2n(c(=O)n1)CCN2C(C)C	4	9	-1	8	4	14	-1	5	8
CCC(=O)n1nc(NCc2ccccc2OC)nc1NCc1ccccc1OC	-5	1	14	-1	4	1	2	1	-3
O=C(CSc1ncccc1C(=O)O)NCc1ccc(F)cc1	1	5	15	-7	5	6	1	6	7
O=C(O)C1C2CCCCC2=C2CCCCC2C1C(=O)O (centres undefined)	-4	1	2	0	4	-26	5	1	.
CCCCCOC(=O)C1=C(C)N(C)C(=O)NC1c1cc(Br)c(O)c(OC)c1 (centres undefined)	5	1	-3	13	9	-8	0	-2	2
COc1ccc(CSc2nc(C)cc(=O)[nH]2)cc1	4	11	17	-3	9	16	6	5	-10
Cc1ccc(-n2[nH]c(C)c(C=Nc3ccc(C)cn3)c2=O)cc1	1	-6	4	-7	0	29	1	7	-4
OC(COc1ccc2cc(Br)ccc2c1)CN1CCN(c2ccccn2)CC1 (centres undefined)	5	5	21	-1	4	3	2	1	0
O=C(CCCC(=O)N(CC(=O)NC1CCCC1)Cc1ccc(F)cc1)Nc1ccccn1	2	5	29	0	0	-19	0	-1	-3
CCC(SCC(=O)OC)C(=O)Nc1nnc(C(C)C)s1 (centres undefined)	3	3	-4	9	9	7	-4	-1	8
CCn1nc(C)c(NC(=O)c2cc(Br)ccc2Cl)c1C	1	1	4	18	11	-19	9	21	0
COc1ccc(N/C=C2/CCCCC2=O)cc1	4	10	-8	15	8	-23	-4	1	8
CCOC(=O)C1CCCN(C(=O)c2cn(C)c3ccc(S(=O)(=O)N(C)C)cc3c2=O)C1 (centres undefined)	3	13	30	-4	5	6	8	4	.
COc1cc(CSc2nnnn2-c2ccc(C)cc2)cc(OC)c1OC	-2	-1	10	-4	3	0	1	-2	.
CCN1CCN(Cc2c(O)ccc3c(=O)c(-c4ccc(OC)c(OC)c4)c(C(F)(F)F)oc23)CC1	0	-10	12	-16	2	-5	2	0	-5
c1ccc2c(c1)nc(NC1CCCCC1)c1nncn12	1	1	-1	7	8	-3	0	-5	16
O=C(CCn1c(=O)[nH]c2ccccc2c1=O)N1CCN(c2ccc(Cl)cc2)CC1	1	4	21	5	6	-24	2	-19	16
COc1ccc(OCCNS(=O)(=O)c2ccccc2)cc1	-2	1	-5	1	7	2	-1	2	16
Cc1ccc2oc(=O)cc(CN3CCOCC3)c2c1	8	13	8	6	10	-10	5	3	16
N#CC(c1nc2ccccc2nc1N1CCCC1)S(=O)(=O)c1ccccc1 (centres undefined)	-2	18	6	-1	1	-18	35	23	-18
CCN1CCCC1CNC(=O)c1ccc(CS(=O)(=O)c2ccccc2C)o1 (centres undefined)	1	-1	0	-3	5	-15	-1	-10	10
CCC(C)(C)n1nnnc1C(c1ccc(C)cc1)N1CCCC1 (centres undefined)	-1	9	13	-13	6	12	2	7	4
CCn1c(SCC(=O)OC(C)C)nnc1-c1cccc(Cl)c1	4	-10	-14	-3	-6	-8	0	0	-2
COc1ccccc1N1C(=O)N(C(C)=O)C2C1Nc1ccccc1N2C (centres undefined)	-4	-2	19	-2	-1	-8	2	1	-4
O=C(Nc1ccc(F)cc1F)N1CCCCC1c1cccnc1 (centres undefined)	3	-1	16	18	-2	0	0	7	-6
Cc1nc2c(-c3ccc(F)cc3)c(C)nn2c(N2CCOCC2)c1C	3	10	20	2	7	12	3	2	4
Cc1nc2sc(C(c3cccs3)N3CCN(Cc4ccccc4)CC3)c(O)n2n1 (centres undefined)	-2	12	24	-4	4	-2	0	5	8
CCOC(=O)c1cnc(-n2nc(C)cc2C)nc1N1CCOCC1	3	5	5	-3	10	-5	3	-3	-10
CCCCNC(=O)c1ccc2c(c1)N(CC)C(=O)CS2	3	-6	-2	0	-3	-9	-2	1	4
CCNC(=O)CN(c1ccc(CC)cc1)S(C)(=O)=O	3	16	13	-2	2	6	3	3	12
COc1cc(NC(=O)C2CCCO2)c(C(=O)O)cc1OC (centres undefined)	3	7	14	-1	-2	6	2	0	4
Cc1ccc(C(O)c2cccnc2)o1 (centres undefined)	1	10	8	-1	3	14	6	4	6
c1ccc(SCc2nc(-c3ccncc3)no2)cc1	-5	32	17	-2	-5	7	-2	8	-9

Compound activity deposited in PubChem BioAssay by PCMD.
